Source: PubChem BioAssay (Small Molecule Screening Facility, UW Madison)
PriA SSB inh = K. pneumoniae PriA-SSBct interaction inhibition; AlphaScreen SSBct-PriA binding, biotinylated peptide; inhibition, % at 33 µM; 0.6% of 430,000 active; in the data active = inhibition mostly above about 37%, no sharp cut-off; inactive = mostly below about 20%;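 note: plate controls were negative control peptide for no effect and reference peptide for full effect; strong numbers were not always called active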
Active calls of the source: *; & = joins results of further samples. An excerpt; the hit share may differ from the screen's.

SMILES	PriA SSB inh
O=C(CSc1nc2[nH]ncc2c(=O)n1-c1ccccc1)Nc1nsc(-c2ccc(Cl)cc2)n1	-16.0&-6.0
CS(=O)(=O)C1CCN(C(=O)c2ccc(S(=O)(=O)N3CCOCC3)cc2)CC1	-11.0
CCn1c(C)nc2cc(Cl)c(Cl)cc21	-15.0
COC(=O)Cn1c(=NC(=O)Cc2cccc3ccccc23)sc2cc(OC)ccc21	-11.0
O=C(c1ccco1)N1CCO[C@H](c2cccnc2)C1	4.0
O=C(CCc1ccc(C(F)(F)F)cc1)NCC1CCCN1c1ccccc1 (stereo not given)	-9.0
O=C(Nc1ccc2scnc2c1)c1ccc(F)cc1	6.0
O=C(NCC1(O)Cc2ccccc2C1)c1noc2c1CCCC2	-1.0
Cc1cc(C(=O)CSc2nnc(-c3ccccc3)o2)c(C)n1-c1ccc(F)cc1	-7.0
O=C(NCC1CCN(C(=O)c2ccoc2)CC1)c1cc(=O)c2ccccc2o1	2.0
CCOc1cc(C(=O)NCc2nnc(SCC(=O)Nc3cc(C(F)(F)F)ccc3Cl)n2-c2cc(OC)ccc2OC)cc(OCC)c1OCC	-25.0
O=C(Nc1ccc(N2CCCCS2(=O)=O)cc1)c1cc(Cl)ccc1Cl	-11.0
CC(=O)NCCNC(=O)CCc1nc2sc3c(c2c(=O)[nH]1)CCC(C)C3 (stereo not given)	0.0
CC(=O)Nc1cccc(NC(=O)Cn2cnc3c(cnn3C3CCS(=O)(=O)C3)c2=O)c1 (stereo not given)	1.0
O=S(=O)(c1cccnc1)N(Cc1ccoc1)Cc1cccs1	-3.0
CCOc1ccccc1C(=O)Nc1ccc(-c2cn3nc(OC)ccc3n2)cc1	-2.0
O=C1CCc2cc(S(=O)(=O)Nc3ccc4c(c3)OCO4)cc3c2N1CC3	-1.0
O=C(c1ccc2nsnc2c1)N1CC(n2cc(COc3ccccc3)nn2)C1	-15.0
Cc1cccc(C=Nc2sc3c(c2C(=O)OC(C)(C)C)CCN(C)C3)c1O	44.7*
Cc1cc(C(=O)NCCn2nc(C(F)(F)F)n(C)c2=O)c(C)o1	-10.0
COc1cc(C=NNC(=O)c2cccc(NC(=O)c3ccccc3C)c2)ccc1O	6.2
Cc1cc(C)n(-c2ccc(CCC(=O)NCCSc3nncn3C)cc2)n1	-17.0
COc1ccc(Cl)cc1NC(=O)Nc1cc(N2CCCS2(=O)=O)ccc1C	-26.0
O=C(Nc1nc(CC(=O)N2CCN(c3ncccn3)CC2)cs1)c1ccc(=O)[nH]c1	0.0
O=S(=O)(NC1CCCCC1)c1cccc2cccnc12	-6.0
CN(C)c1ccc(C=NNC(=O)c2ccccc2Cl)cc1	-0.3
O=C(NCC#CCN1CCc2ccccc2C1)c1ccno1	-16.0
CC(C)(C)c1ccc(C(=O)N2CC(=O)Nc3ccccc32)cc1	24.0
O=c1[nH]c(-[n+]2ccc3ccccc3c2)c(C=NN=C([O-])c2ccccc2)s1	4.5
CCOc1ccccc1NC(=O)c1oc2ccccc2c1NC(=O)c1ccccc1Br	-19.0
Cc1nnc(NC(=O)Cc2cc(=O)[nH]c(SCc3ccccc3F)n2)s1	-4.0
NC(=O)CN1C(=O)CCSc2ccccc21	-6.0
O=C1CC(NC(=O)c2ccc(OC(F)(F)F)cc2)CN1 (stereo not given)	-12.0
Cc1nccn1-c1ncc(NC(=O)COc2ccc(-n3cccn3)nn2)cn1	-13.0
CC(O)(CNC(=O)C(=O)Nc1cccnc1)c1cc2ccccc2s1 (stereo not given)	9.0
COc1ccc(NC(=O)NCC2CC(=O)N(Cc3ccc(F)cc3)C2)c(OC)c1 (stereo not given)	-4.0
COc1ccc(Cc2nc3ccccc3n2CC(=O)NN=Cc2ccccc2)cc1OC	5.3
CN=c1scc(-c2ccc([N+](=O)[O-])cc2)n1N=Cc1ccco1	6.8
COc1ccccc1-c1nc([C@H]2CC(=O)N(c3cccc(F)c3)C2)no1	-12.0
CCOc1ccc(N2CCn3c(SCC(=O)N4CCC(Cc5ccccc5)CC4)nnc32)cc1	-6.0
O=C(Cc1ccc(F)cc1)Nc1nnc(SCC(=O)N2CCN(c3ccccc3)CC2)s1	-15.0
O=S(=O)(NCCOc1ccccc1)c1cccc(Cl)c1Cl	-28.0
CCOC(=O)C1(C)C(=NNc2cccc(Cl)c2)C(=O)C(=O)N1c1ccccc1 (stereo not given)	-11.5
CN(CC(=O)Nc1cccc(OC(F)F)c1)c1nc2c(Cl)cccc2s1	-17.0
Cn1cc(-c2ccco2)nc1CCNC(=O)c1ccccc1Br	-10.0
CCOC(=O)C1CCN(C(=O)c2cn(Cc3ccccc3)nc2OCc2ccccc2)CC1	3.0
CON(C)C(=O)C1CCNCC1	-7.0
CCOc1nn(CC)cc1C(=O)NCc1ccc(F)cc1	-2.0
C=CCn1c(SCC(=O)Nc2nc(-c3ccccc3)ns2)nc2scc(-c3ccc(C)o3)c2c1=O	-3.0
Cc1cccn2c(=O)c3cc(C(=O)Nc4c(C)n(C)n(-c5ccccc5)c4=O)n(C)c3nc12	-9.0

(cont.)
SMILES	PriA SSB inh
Cc1cc(NC(=O)CN2CCC(COCc3ccccc3)CC2)no1	-5.0
O=C(c1ccccc1)c1ccccc1Br	-2.0
CN(C)C(CNC(=O)C(=O)NCc1cccs1)c1cccs1 (stereo not given)	4.0
CCOc1ccc2nc(NC(=O)Cc3csc(NC(=O)c4ccc(OC)c(OC)c4)n3)sc2c1	-1.0
Cc1cc(C)c(NC(=O)CON=C2CCCc3nonc32)c(C)c1	0.8
COc1ccc(S(=O)(=O)NCCNC(=O)c2ccc(NC(=O)C(C)C)cc2)cc1F	-16.0&-1.0
CCOc1ccccc1-c1cc(C(=O)NN=Cc2ccc(O)c(OC)c2)c2ccccc2n1	9.7
CCCCOc1ccc(C(=O)NCCS(=O)(=O)N2CCN(c3ncccn3)CC2)cc1	-3.0
CCOC(=O)N1CCN(C(=O)CSc2nnc(Cc3cc(=O)[nH]c(=O)[nH]3)n2-c2ccccc2)CC1	-13.0&-7.0
CC(C)c1ccc(S(=O)(=O)NCC(c2ccsc2)N2CCc3ccccc3C2)cc1 (stereo not given)	0.0
Cc1ccc(-n2ncc(C#N)c2N)c(C)c1	-3.0
COc1ccc(C2=NN(C(=O)CSC3=NCCS3)C(c3cccc(OC)c3OC)C2)cc1 (stereo not given)	7.0
CC(C)C(=O)N1CCc2ccc(NC(=O)c3ccc(Cl)c(Cl)c3)cc2C1	-4.0
O=C(Cn1cccn1)N1CCN(c2ccccn2)CC1	1.0
COc1ccc(-c2noc(CCCN)n2)cc1	-3.0
O=C1CCCN1CN(C(=O)c1ccc(-c2ccccc2)cc1)c1nccs1	-16.0
O=C(COc1ccc(Cl)cc1)N[C@H]1CCN(c2nccs2)C1	-3.0
O=C(NCc1ccc2c(c1)OCO2)C(=O)NCc1ccc([C@@H](O)c2ccco2)s1	-5.0
COc1ncc(NC(=O)C2CCN(S(C)(=O)=O)CC2)cn1	-15.0
O=C(NCCn1ncc2c(N3CCCC3)ncnc21)C12CC3CC(CC(C3)C1)C2	0.0

Some of the entries so far, in markdown.
| Molecule | PriA SSB inh |
| --- | --- |
| COc1ccc(-c2noc(CCCN)n2)cc1 | -3.0 |
| O=C1CCCN1CN(C(=O)c1ccc(-c2ccccc2)cc1)c1nccs1 | -16.0 |

The list goes on:
SMILES	PriA SSB inh
O=C(OC1CN(c2nc3ccccc3s2)C1)c1cc(Cl)sc1Cl	-8.0
Cc1nnc(SCC(=O)Nc2ccccc2F)s1	-6.0
COc1ccc(C)cc1NC(=O)NCCNC(=O)c1ccc(NC(=O)C2CCCC2)cc1	-6.0
Cc1ccc(S(=O)(=O)N2CCCC(c3nnc(Cc4ccc(F)cc4)o3)C2)cc1C (stereo not given)	9.0
CN(C)S(=O)(=O)c1ccc(C(=O)NCc2cc(-c3cccs3)on2)cc1	1.0
CCOC(=O)Cn1c(=NC(=O)c2coc3ccccc3c2=O)sc2cc([N+](=O)[O-])ccc21	-11.0
COc1cc(C(C)=NNC(=O)CN2CCN(S(=O)(=O)c3ccc(C)cc3)CC2)ccc1O	-3.5
Cc1cc(OC2CN(C(=O)CNS(=O)(=O)c3ccc(C(C)(C)C)cc3)C2)cc(=O)n1C	3.0
Cc1nnsc1C(=O)N1CCC2(CC1)OC(=O)c1ccccc12	-23.0
CC(=O)ON=Cc1c(C)c(C=O)n2ccccc12	0.5

An excerpt of these results, bar-delimited.
Molecule | PriA SSB inh
COc1ccc(C)cc1NC(=O)NCCNC(=O)c1ccc(NC(=O)C2CCCC2)cc1 | -6.0
Cc1ccc(S(=O)(=O)N2CCCC(c3nnc(Cc4ccc(F)cc4)o3)C2)cc1C (stereo not given) | 9.0
CN(C)S(=O)(=O)c1ccc(C(=O)NCc2cc(-c3cccs3)on2)cc1 | 1.0
CCOC(=O)Cn1c(=NC(=O)c2coc3ccccc3c2=O)sc2cc([N+](=O)[O-])ccc21 | -11.0
COc1cc(C(C)=NNC(=O)CN2CCN(S(=O)(=O)c3ccc(C)cc3)CC2)ccc1O | -3.5

The listing continues.
SMILES	PriA SSB inh
COCCNC(=S)NN=Cc1ccc(N2CCOCC2)cc1	3.0
O=C(NC[C@@H](c1ccsc1)N1CCOCC1)c1cccc2ccccc12	3.0
CCSc1ccc(CC(=O)Nc2nc3c(OC)cccc3s2)cc1	1.0
CCC(=O)Nc1cccc(-c2ccc(=O)n(C)n2)c1	-5.0
COc1ccc(-c2c3c(nc4sc(C(=O)Nc5ccc(F)cc5)c(N)c24)CC(C)(C)CC3=O)cc1	-14.0
Cc1ccccc1-n1c(C)cc(C=NNC(=O)c2ccc(CN3CCOCC3)cc2)c1C	1.2
O=C([C@H]1CCCN(S(=O)(=O)c2cccs2)C1)N(Cc1ccco1)c1nc2ccccc2s1	-8.0
CO[C@@H](CNC(=O)CCSc1ccccc1)c1cccc(F)c1	-3.0
Cc1cccc(OCC(O)CN)c1 (stereo not given)	-2.0
CC(C)=C1SC(=O)N(CC(=O)NCc2ccccc2)C1=O	8.0
COc1ccc(C2C(=C(O)c3ccc(C)cc3)C(=O)C(=O)N2c2ccccn2)cc1OC (stereo not given)	-3.2
C=CCn1c(SCC(=O)N2CCCCCC2)nc2scc(-c3ccco3)c2c1=O	6.0
CC(C)c1ccc2nc(NC(=O)c3ccc(S(=O)(=O)N4CCCC4)cc3)sc2c1	1.0
Cc1nc2ccc(NS(=O)(=O)c3ccc(F)cc3)cc2c(=O)n1-c1ccc(Cl)cc1	2.0
CC(=O)N1CCc2ccc(NC(=O)c3c(F)cccc3Cl)cc2C1	-8.0
CCCC(=O)N1CCN(c2nccn2-c2ccc(C)cc2)CC1	12.0
O=C(O)c1ccc(=O)[nH]n1	41.0*
CNC(=O)c1cccc(-c2noc(C3CN(C(=O)Nc4cccc(OC)c4OC)C3)n2)c1	-5.0
COc1ccccc1OCCN1C(=O)C(=O)c2cc(Br)ccc21	-6.0
COc1ccccc1NC(=O)Nc1ccc(Nc2ccc(-n3nc(C)cc3C)nn2)cc1	-7.0
Cc1ccc(C=NNS(=O)(=O)c2ccccc2)o1	-10.0
O=C(Cc1c[nH]c2ccccc12)NCc1cnn2c1CCCC2	-3.0
O=C(Nc1ccccc1F)c1oc2cccnc2c1NC(=O)C1CC1	-11.0
CC1=CC(=C2C(=O)NC(=O)NC2=O)C=C(C)N1c1cccnc1	-7.0
Cc1ccc2c(c1)c1ncn(Cc3ccccc3Cl)c(=O)c1n2CC(=O)NCc1ccco1	-3.0
COC(=O)c1ccc(C(=O)NCC2CCN(c3ncccc3C#N)CC2)cc1	-2.0
Cc1ccc2oc([C@H]3CC(=O)N(c4ccccc4)C3)nc2c1	-13.0
CC(C)NC(=O)Cn1cnc2c(cnn2CCO)c1=O	-10.0
CC(=NNC(=O)c1ccccn1)c1c[nH]c2ccccc12	7.4
CCc1ccc(-n2nnc(C(=O)OCc3nc(-c4ccc(C)cc4)oc3C)c2C)cc1	-6.0

Entries shown so far with a cyano group (2):
SMILES	PriA SSB inh
Cc1ccc(-n2ncc(C#N)c2N)c(C)c1	-3.0
COC(=O)c1ccc(C(=O)NCC2CCN(c3ncccc3C#N)CC2)cc1	-2.0

The results go on:
SMILES	PriA SSB inh
Cc1ccc(-c2csc(NC(=O)c3ccc(S(=O)(=O)N4CCc5ccccc5C4)cc3)n2)o1	-21.0
C=CCn1c(SCC(=O)c2ccc(Cl)cc2)nc2ccccc2c1=O	-1.0
Cc1ccccc1-c1nnc(NC(=O)c2ccc(Cc3ccccc3)cc2)s1	-7.0
C[C@@H](C(=O)NCc1cccs1)n1cc(-c2nc(-c3ccccc3Cl)no2)ccc1=O	1.0
COc1cc(OC)c([C@@H]2CC(c3ccc(Cl)cc3)=Nc3nc4ccccc4n32)cc1OC	-2.0
CCOC(=O)N1CCC(NC(=O)Cn2ccn(Cc3ccc(Cl)cc3)c(=O)c2=O)CC1	0.0
COC(=O)c1sc(N=NC(C(=O)Nc2cccnc2)=C(O)c2ccccc2)c(C(=O)OC)c1C	5.0
CCc1cccc(C)c1NC(=O)CSC1=Nc2ccccc2N=C(CC(=O)OC)C1	-12.0
S=c1[nH]nc(COc2ccccc2)n1N=Cc1ccccn1	19.4
O=C(c1cnn2c1OCCC2)N1CCc2ccccc2C1	-10.0
O=C(c1cn(Cc2ccccc2)nc1OCc1ccccc1)N1CCN(c2ccccc2F)CC1	-14.0
O=C(NCc1ccc(Cl)cc1)C1CCN(c2cnc3ccccc3n2)CC1	-1.0
CC(=O)OC(CN(c1ccc(C)cc1)S(C)(=O)=O)Cn1c2ccccc2c2ccccc21 (stereo not given)	-7.0
COc1ccccc1OCc1nc2ccccc2n1Cc1ccccc1Cl	-8.0
COCCN1CCC(CNC(=O)C2CCCCC2)CC1	1.0
CCOC(=O)c1ccccc1NC(=O)CSc1nc(-c2ccc(OC)cc2)ns1	4.0
O=C(Nc1nc2c(s1)CN(C(=O)c1nc3ccccc3s1)CC2)c1ccco1	-4.0
N#CCC(=O)NN=Cc1ccc(N2N=C(c3ccccc3)CC2c2ccccc2)cc1 (stereo not given)	-15.9
COc1ccc(OCC(=O)NN=C2CCCc3ccccc32)cc1	-11.6
O=C(CSc1nc2c(c(=O)[nH]1)CN(Cc1ccc3c(c1)OCO3)CC2)Nc1cc(F)ccc1F	-29.0
CS(=O)(=O)NCCc1csc(-c2cccc(F)c2)n1	-16.0
Cc1cc(NC(=O)c2ccccc2F)n(-c2nc(-c3cccs3)cs2)n1	4.0
